# NCI-60 one-dose screen, 48 h, at 10 µM unless noted. Numbers give growth in % (100 = growth as untreated, 0 = no growth, -100 = all killed).
# RXF 393 = RXF 393 renal cancer cells | actives 6.9% (n = 77,000)
# ACHN = ACHN renal cancer; actives 4.9% (n = 81,000)
# CAKI-1 = CAKI-1 renal cancer; AID 1794772; actives 4.7% (n = 75,000)
# UO-31 = UO-31 renal cancer; actives 5.2% (n = 81,000); AID 1794768
# A498 = A498 renal cancer cells. actives 5.4% (n = 76,000). AID 1794774
# 786-0 = 786-0 renal cancer cells. AID 1794775. actives 5.1% (n = 81,000)
# SN12C = SN12C renal cancer cells. actives 3.8% (n = 81,000)
# PC-3 = PC-3 prostate cancer cells; actives 3.9% (n = 80,000)
# TK-10 = TK-10 renal cancer cells; AID 1794769; actives 3.9% (n = 81,000)
# * hit, by the source's call; · = not tested or not shown; & = joins results of further samples; [ ] = remark or other dose. The calls were made as follows: active = growth percent below 10; inactive = the rest.
mol	RXF 393	786-0	A498	PC-3	TK-10	UO-31	ACHN	CAKI-1	SN12C
COc1ccc(-c2nc(SCCC(C)C)nc(N/N=C\c3ccccc3Cl)c2C#N)cc1	99	100	82	97	108	74	105	90	88
CC(C)CCC[C@@H](C)[C@H]1CC[C@H]2[C@@H]3CC[C@H]4C[C@]5(CC[C@]4(C)[C@H]3CC[C@]12C)Nc1ccccc1NC5=NC(C)(C)C	111	103	103	95	104	80	96	90	98
CCOC(=O)c1ccc2c(c1)NCc1cccc(OC)c1O2	106	105	98	79	129	59	99	70	101
O=S(=O)(O)c1ccc2c(N=Nc3ccccc3)c(O)ccc2c1	111	99	122	89	107	76	95	92	104
CCCCC[n+]1ccc(SCC(=O)N(C)c2ccc(Oc3ccccc3)cc2)c2ccccc21	115	102	·	103	100	87	107	94	95
COc1ccc(-c2nc3sccn3c2-c2nc3c([nH]2)C(=O)c2ccccc2C3=O)cc1	98	89	50	74	111	71	86	85	86
O=C(CN1CCOCC1)NNc1ncnc2ccccc12	-40*	59	111	78	·	72	-91*	94	89
COc1ccc(NC(=O)C(C)Sc2nc3ccccc3c(=O)n2Cc2ccc(S(N)(=O)=O)cc2)cc1 (configuration not stated)	91	105	·	118	117	80	98	90	92
CSc1nc2c(c(=O)[nH]1)C1C(=C(c3ccc(Cl)cc3)N2)C(=O)N(Cc2ccccc2)c2ccccc21 (configuration not stated)	48	85	52	35	76	54	67	85	75
CC(C)(C)c1cc(Br)c(O)c(CNc2ccccc2)c1	100	99	97	93	116	86	96	89	95
c1cnc2[nH]cc(-c3nc(-c4ccsc4)cs3)c2c1	98	107	·	·	138	63	85	96	92
C[C@H]1[C@H](C)CC[C@]2(C(=O)O)CC[C@]3(C)C(=CC(=O)[C@@H]4[C@@]5(C)CCC(=O)C(C)(C)[C@@H]5CC[C@]43C)[C@H]12	91	96	93	74	95	84	99	81	95
CCN1C(=O)N(CC)C2SC(N/N=C/C=C/c3ccccc3OC)=NC21 (configuration not stated)	20	24	·	27	52	40	30	47	29
CCn1cc(/C=C2\Oc3cc(OCC#N)ccc3C2=O)c2cc(OC)ccc21	-11*	38	62	17	74	46	54	·	42
Cc1cc(N=Nc2ccc(-c3ccc(N=Nc4ccc(O)c(C(=O)O)c4)cc3)cc2)c(N)cc1N	110	106	·	100	134	77	102	·	106

# Other entries.
mol	RXF 393	786-0	A498	PC-3	TK-10	UO-31	ACHN	CAKI-1	SN12C
CN(C)CCCNC(=O)c1cc(NC(=O)c2cc(NC(=O)c3ccc(/C=C/c4ccccc4)cc3)cn2C)cn1C	25	42	103	47	84	67	40	35	49
CCC(C)C(NC(=O)C(Cc1ccc(O)cc1)NC(=O)OCc1ccccc1)C(=O)OC (configuration not stated)	113	104	121	105	95	85	106	105	109
O=C(Nc1cc(Cl)ccc1Cl)N1CCN(C(=O)Nc2cc(Cl)ccc2Cl)CC1	116	104	·	95	106	70	105	110	105
O=C1c2[nH]c(=O)[nH]c(=O)c2CN1Cc1ccccc1	124	99	111	101	100	78	108	90	98
O=C(CCCCCCCCC(=O)N/N=C\c1ccccc1O)N/N=C\c1ccccc1O	31	3.4*	46	32	46	13	15	9.2*	22
COc1ccc2cc(-c3ccc(C(=O)N/N=C/c4ccc(OCc5ccccc5)cc4)c(C)n3)ccc2c1	88	85	97	86	98	107	84	104	82
CCCCOc1c(Cl)c(Cl)cc(Cl)c1Cl	124	110	112	94	114	84	98	109	93
CC(C)(C)NC(C1=CC(C)(C)c2ccccc2C1=O)c1ccccc1 (configuration not stated)	·	-94*	45	-79*	-6.9*	-97*	-11*	·	-14*
COc1cc(N=Nc2cccc(S(=O)(=O)O)c2)ccc1NC(=O)Nc1ccc(N=Nc2ccc(O)c(C(=O)O)c2)cc1	99	110	130	95	128	61	101	82	94
CCOC(=O)C(C(=N)C(=N)C(C(=O)O)C(=O)OCC)C(=O)O (configuration not stated)	115	98	72	87	100	92	105	·	98
CN(C)CCN1C(=O)c2ccc3c4c(ccc(c24)C1=O)C(=O)N(CCN=C=S)C3=O	-98*	-81*	-98*	-80*	-95*	-95*	·	-80*	-90*
Cc1ccc(S(=O)(=O)N2C(=O)/C(=C\c3cn(S(=O)(=O)c4ccc(C)cc4)c4ccccc34)c3ccccc32)cc1	77	71	97	72	66	77	91	90	99
COc1ccc(/C=N\Nc2nc(SCC(C)C)nc(-c3ccc(OC)cc3)c2C#N)cc1	35	-48*	-7.9*	54	-55*	-54*	-72*	9.5*	2.1*
Cn1cc(-c2cc(N)n3nc(-c4c[nH]c5ccc(F)cc45)cc3n2)c2cc(Br)cnc21	12	44	109	54	91	47	39	46	69
C#CCOc1ccc2ncnc(N3CCC(NC(=O)C=C)CC3)c2c1	113[8.25 µM]	99[8.25 µM]	80[8.25 µM]	·	95[8.25 µM]	84[8.25 µM]	87[8.25 µM]	98[8.25 µM]	96[8.25 µM]

# Other records follow:
mol	RXF 393	786-0	A498	PC-3	TK-10	UO-31	ACHN	CAKI-1	SN12C
CC12O[C@H](C[C@@H](OC(=O)c3ccccc3)[C@H]1O)n1c3ccccc3c3c4c(c5c6ccccc6n2c5c31)C(=O)NC4=O	16	79	-26*	43	7.3*	-14*	39	·	33
COc1cc(NC(=O)CC(C)=O)c(OC)cc1Cl	112	109	92	98	102	85	97	79	98
CC(=O)CC(=O)SC1=NCCS1	122	109	121	90	110	99	108	97	108
Clc1ccc(COc2ccc(Nc3ncnc4c3sc3ncccc34)cc2)cc1	103	102	104	97	97	84	104	100	99
COc1ccccc1-c1c(-c2ccccc2)c[nH]c1C(=O)NCCO	108	97	79	104	100	79	115	101	94
Cc1ccc(Cl)c(-n2c(SCC(=O)Nc3ccc(S(=O)(=O)Nc4nccs4)cc3)nc3ccccc3c2=O)c1	·	103	87	94	103	85	98	·	100
Cn1c(=O)c2[nH]c(Cc3ccc4c(c3)OCO4)nc2n(C)c1=O	108	111	·	86	113	93	92	·	95
CC(Oc1cc(Cl)c(Cl)cc1Cl)C(=O)OCC(=O)N(C)C (configuration not stated)	94	104	101	99	97	96	102	90	116
N#Cc1ccc(C(=O)C[n+]2ccn(CC(=O)Nc3cccc4cccnc34)c2)cc1	105	·	83	96	110	82	102	87	96
O=c1cc(/C(=C2/C=CC=N2)c2ccc[nH]2)c2cc(Cl)ccc2o1	-29*	22	11	39	63	41	48	56	·
ClC(Cl)(Cl)c1cccc(C(Cl)(Cl)Cl)c1	100	100	94	88	93	86	·	·	94
O=C1/C(=C\c2cccn2Cc2ccccc2)c2ccccc2N1c1c(Cl)cccc1Cl	68	89	73	51	23	50	54	56	87
CC(=O)C(N=Nc1ccc(S(=O)(=O)Nc2nccs2)cc1)C(=O)Nc1ccc(Cl)cc1 (configuration not stated)	106	101	92	100	118	77	106	93	109
CCC(=O)Sc1ccccc1C(=O)Nc1ccc(Cl)cc1	88	57	37	67	69	62	73	32	50
OC1CCC(Cn2c(C(F)(F)F)cc3c(Cl)ncnc32)CC1 (configuration not stated)	63	93	119	24	105	-80*	-87*	53	19

# New compounds follow.
mol	RXF 393	786-0	A498	PC-3	TK-10	UO-31	ACHN	CAKI-1	SN12C
O=C(CCc1ccccc1)Nc1ccccc1OC(=O)c1ccccc1	134	95	119	90	130	69	107	104	88
Cc1csc(Nc2nc(-c3cccc(Br)c3)nc(C(Cl)(Cl)Cl)n2)n1	20	75	31	49	50	49	0.8*	22	79
NS(=O)(=O)c1ccc(CN=C2NC(=O)/C(=C/c3ccc(Br)cc3)S2)cc1	78	87	·	95	83	65	90	76	83
COc1ccc(-c2nn3c(-c4ccccc4F)nnc3s2)cc1	68	72	16	83	·	65	78	51	58
CCN(CC)CCC(=O)c1ccc(Cl)cc1	122	120	·	99	110	90	107	107	106
O=C(N/N=C/c1ccc(Cl)cc1)c1ccc(Cc2n[nH]c(=O)c3cccnc23)cc1	91	101	131	95	107	74	102	95	100
CC(=O)c1ccc(Nc2nc(SCCC(C)C)nc(-c3ccc(F)cc3)c2C#N)cc1	·	2.7*	16	80	6.3*	25	-43*	16	23
CC(=O)Nc1nc2c(s1)CCCc1ccn(S(=O)(=O)c3ccccc3)c1-2	95	90	76	67	100	83	94	91	85
Cc1ccsc1[C@@H]1C[C@H](O)Cc2ccccc2N1	125	118	85	85	132	101	95	88	88
O=C(O)c1ccc(-c2nn(-c3ccc(C(=O)O)cc3)cc2/C=N/Nc2nc(-c3ccncc3)cs2)cc1	110	109	114	102	134	71	95	93	100
O=C1c2ccccc2C(=O)c2c1c(C(=O)NCc1ccccc1)c1ccccn21	104	94	96	95	97	90	103	92	107
CCCCCCCCc1cc[n+](CC(=O)c2ccc(Br)cc2)cc1	-24*	17	89	10	-68*	38	9.8*	41	8.5*
c1ccc2cc(Cn3c(-c4ccc5ccccc5c4)[n+](Cc4ccc5ccccc5c4)c4ccccc43)ccc2c1	-65*	-95*	-64*	-58*	·	-77*	-52*	-67*	-88*
COc1cccc(/C=C2/Sc3scc(-c4ccccc4)[n+]3C2=O)c1O	103	101	94	96	118	81	100	101	96
CCCCCCCCCCCCCCCCCCOCC(COP(=O)([O-])OCC[N+](C)(C)C)OC (configuration not stated)	47	88	·	29	64	95	94	69	90

# The listing continues.
mol	RXF 393	786-0	A498	PC-3	TK-10	UO-31	ACHN	CAKI-1	SN12C
Cc1nc(/N=C(\N)NC(=O)Nc2ccccc2)sc1C	91	101	69	85	124	80	92	56	94
NC(=O)Nc1ccc2c(c1)Cc1cc(F)ccc1-2	86	106	88	83	127	63	99	93	99
COc1ccc(C(=O)c2ccc(C)cc2)c(O)c1	95	102	50	76	100	52	89	82	78
CCCC(CCc1ccccc1)C(=O)NC(N)=O (configuration not stated)	107	102	94	98	107	86	105	93	106
O=S1c2ccccc2NC2C3C=CC(C3)C21 (configuration not stated)	·	83&111	115&117	100&89	123&123	82&68	98&92	78	115&107
CN(C)c1ccc2c(=O)cc[nH]c2c1	110	105	116	92	110	85	97	108	101
Oc1cccc(/C=N/N=C2c3ccccc3-c3ccccc32)c1	98	101	107	88	117	76	92	92	82
COc1ccccc1/C=C(\C#N)C(=O)O	112	90	76	104	117	97	97	·	107
CCCCNC(=S)NCCCC	110&118	102&91	99&94	90&91	114&85	87&86	98&111	105&100	100&108
CCN(c1ncc(C(=O)O)cn1)c1cc2c(cc1C)C(C)(C)CCC2(C)C	107	102	90	76	126	93	99	96	91
CC(=O)Oc1ccccc1[N+](=O)[O-]	103	97	86	104	101	96	110	99	101
COc1c(F)ccc(C(=O)Nc2ccc3nc(NC(=O)C4CCCN(S(=O)(=O)c5ccc(C#N)cc5)C4)sc3c2)c1F (configuration not stated)	47	76	101	82	112	69	97	91	95
COc1ccccc1/C=N\N=C\c1ccccc1O	110	108	134	91	125	52	98	92	89
CC[C@H]1OC(=O)[C@H](C)[C@@H](O[C@H]2C[C@@](C)(OC)[C@@H](O)[C@H](C)O2)[C@H](C)[C@@H](O[C@@H]2O[C@H](C)C[C@H](N(C)C)[C@H]2O)[C@](C)(O)C[C@@H](C)/C(=N\OCOCCOC)[C@H](C)[C@@H](O)[C@]1(C)O	116	97	122	95	118	77	99	91	95
O=C1CCC2(CCC(=O)O2)O1	114	104	117	108	101	105	105	127	99

# The list goes on.
mol	RXF 393	786-0	A498	PC-3	TK-10	UO-31	ACHN	CAKI-1	SN12C
NS(=O)(=O)c1ccc(Nc2nc(N/N=C/c3ccc4c(c3)OCO4)nc(Nc3ccccc3)n2)cc1	22	61	51	59	97	77	58	45	54
Oc1cccc2ccc(-c3n[nH]c(=S)o3)nc12	·	95	87	90	123	90	97	92	85
COc1ccc(Cn2nc(-c3ccc(OC)cc3)c3c2CCc2cnoc2-3)cc1	·	76	69	55	88	61	70	58	71
O=c1cc(N/N=C/c2ccc(Cl)cc2)c2ccccc2[nH]1	132	92	102	88	103	98	104	140	104
O=c1[nH]c(=O)n(CCCc2ccccc2)cc1-c1ccccc1	117	113	·	100	126	97	105	92	108
CS(=O)(=O)Nc1cccc(-n2c(COc3ccc(Br)cc3)nc3ccccc32)c1	110&98	109&102	210&158	78&74	122&115	57&49	84&85	84&67	95&110
CCOc1ccccc1I	109	83	91	97	·	95	101	86	110
O=C(CC(c1ccccc1)c1ccccc1)CC(c1ccccc1)c1ccccc1	102	94	103	62	108	76	104	73	93
O=C(Cc1ccccc1)C(c1ccccc1)C(c1ccccc1)c1ccccc1 (configuration not stated)	96	96	118	62	99	68	82	92	88

# A different layout for some results above.
# Values run as follows: RXF 393, 786-0, A498, PC-3, TK-10, UO-31, ACHN, CAKI-1, SN12C
NS(=O)(=O)c1ccc(Nc2nc(N/N=C/c3ccc4c(c3)OCO4)nc(Nc3ccccc3)n2)cc1
  22, 61, 51, 59, 97, 77, 58, 45, 54
COc1ccc(Cn2nc(-c3ccc(OC)cc3)c3c2CCc2cnoc2-3)cc1
  ·, 76, 69, 55, 88, 61, 70, 58, 71
O=c1cc(N/N=C/c2ccc(Cl)cc2)c2ccccc2[nH]1
  132, 92, 102, 88, 103, 98, 104, 140, 104
O=C(CC(c1ccccc1)c1ccccc1)CC(c1ccccc1)c1ccccc1
  102, 94, 103, 62, 108, 76, 104, 73, 93

# Another view of part of the listing above:
# Order of results – RXF 393 | 786-0 | A498 | PC-3 | TK-10 | UO-31 | ACHN | CAKI-1 | SN12C
NC(=O)Nc1ccc2c(c1)Cc1cc(F)ccc1-2
  86 | 106 | 88 | 83 | 127 | 63 | 99 | 93 | 99
CCOC(=O)C(C(=N)C(=N)C(C(=O)O)C(=O)OCC)C(=O)O (configuration not stated)
  115 | 98 | 72 | 87 | 100 | 92 | 105 | · | 98
c1ccc2cc(Cn3c(-c4ccc5ccccc5c4)[n+](Cc4ccc5ccccc5c4)c4ccccc43)ccc2c1
  -65* | -95* | -64* | -58* | · | -77* | -52* | -67* | -88*
O=C(Nc1cc(Cl)ccc1Cl)N1CCN(C(=O)Nc2cc(Cl)ccc2Cl)CC1
  116 | 104 | · | 95 | 106 | 70 | 105 | 110 | 105

# Compound activity (PubChem)
